12-LOX inh – Primary qHTS assay for inhibitors of human arachidonate 12S-lipoxygenase (ALOX12): Round 2. Polyunsaturated fatty acid lipoxygenase ALOX12 (Homo sapiens), P18054. purified 12hLO, xylenol orange hydroperoxide absorbance. actives 1.1% (n = 580,000). AID 1671190, 2021. Potency, µM (titrated, usually from 108 µM), without a hit: at the highest dose activity change, negative = inhibition, actives largely listed as inhibitors; also: potency is read from the fitted curve at half-maximal effect; % is scaled to controls: 0 for no effect and ±100 for the full control effect
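Hydroperoxide product was detected by ferrous iron/xylenol orange as the 573 to 405 nm absorbance ratio. Arachidonic acid at 40 uM (final) was turned over for 30 min at room temperature by 150 nM human 12hLO, pH 7.0 Hepes buffer, after 15 min compound preincubation.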
APE1 inh – qHTS Assay for Inhibitors of the Human Apurinic/apyrimidinic Endonuclease 1 (APE1); AID 2517, 2012; DNA repair nuclease/redox regulator APEX1 (Homo sapiens), P27695; Potency, µM (top dose mostly 65.8 µM), inactives show at the top dose activity change, negative = inhibition, hits mostly inhibitors; recombinant APE1, TAMRA/BHQ-2 abasic DNA cleavage fluorescence; actives 0.35% (n = 350,000);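 also: potency is read from the fitted curve at half-maximal effect; plate controls were vehicle for no effect and reference inhibitor for full effect; nearly all actives have a fitted effect of over 55% in size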
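Kinetic fluorescence read (525 ex/598 em nm, three reads 60 s apart) of AP-site incision; signal = third minus first read. Enzyme 0.75 nM, dual-labelled THF duplex 50 nM, compound preincubation 15 min RT.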
Anesthetic bind – qHTS Assay for Identification of Novel General Anesthetics; Ferritin light chain (Equus caballus), P02791; apoferritin/1-aminoanthracene competitive binding, fluorescence; Potency, µM (top dose mostly 77.5 µM), inactives show at the highest dose activity change, negative = displacement, actives largely listed as inhibitors; actives 0.074% (n = 350,000); also: potency is read from the fitted curve at half-maximal effect; % is scaled to controls: 0 for no effect and ±100 for the full control effect; nearly all actives have a fitted effect of over 20% in size
Target sequence (P02791 2-175 limits assumed): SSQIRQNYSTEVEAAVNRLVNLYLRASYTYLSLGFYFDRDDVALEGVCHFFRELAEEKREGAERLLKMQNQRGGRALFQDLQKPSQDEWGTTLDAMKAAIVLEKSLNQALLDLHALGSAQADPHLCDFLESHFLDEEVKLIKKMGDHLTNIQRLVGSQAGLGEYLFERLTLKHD
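10 uM apoferritin + 50% sat. 1-AMA, PBS; cpd 10 min RT; Ex380/Em535 endpoint; normalized to free probe vs complex; 4-param Hill fit; propofol titration as pos. ctrl.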
POLK inh – qHTS for Inhibitors of Polymerase Kappa; purified Pol kappa, fluorescent DNA synthesis assay, 10 min; Potency, µM (top dose mostly 107 µM), without a hit: top-dose activity, negative = inhibition, most hits filed as inhibitors; actives 0.53% (n = 400,000); AID 588579, 2011; also: potency is read from the fitted curve at half-maximal effect; % is scaled to controls: 0 for no effect and ±100 for the full control effect
Target sequence (Q9UBT6 whole entry, looked up): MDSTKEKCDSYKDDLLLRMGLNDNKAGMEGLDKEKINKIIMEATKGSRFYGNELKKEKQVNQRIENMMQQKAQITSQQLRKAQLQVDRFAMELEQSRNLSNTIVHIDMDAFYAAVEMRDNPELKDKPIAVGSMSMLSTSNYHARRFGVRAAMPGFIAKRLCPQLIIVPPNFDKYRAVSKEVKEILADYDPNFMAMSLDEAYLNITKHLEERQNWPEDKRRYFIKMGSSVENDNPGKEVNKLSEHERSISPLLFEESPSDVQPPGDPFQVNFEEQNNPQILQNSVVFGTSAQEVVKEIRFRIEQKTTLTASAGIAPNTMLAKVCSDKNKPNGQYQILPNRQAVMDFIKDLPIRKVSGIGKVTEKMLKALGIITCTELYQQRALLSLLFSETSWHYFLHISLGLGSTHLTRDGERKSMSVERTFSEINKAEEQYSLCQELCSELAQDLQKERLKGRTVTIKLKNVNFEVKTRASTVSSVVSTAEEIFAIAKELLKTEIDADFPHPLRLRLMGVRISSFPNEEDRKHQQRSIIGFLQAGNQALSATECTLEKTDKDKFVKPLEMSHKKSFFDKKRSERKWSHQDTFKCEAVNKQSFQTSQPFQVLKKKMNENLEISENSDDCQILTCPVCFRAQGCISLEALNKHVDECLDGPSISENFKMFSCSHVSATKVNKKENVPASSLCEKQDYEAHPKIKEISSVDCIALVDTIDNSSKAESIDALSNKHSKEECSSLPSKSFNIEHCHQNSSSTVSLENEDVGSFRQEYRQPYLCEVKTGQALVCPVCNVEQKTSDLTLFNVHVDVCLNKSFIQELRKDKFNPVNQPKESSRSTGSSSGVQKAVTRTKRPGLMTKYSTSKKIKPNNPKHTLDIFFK
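10 nM Pol kappa preincubated 15 min at room temperature with compounds, then reaction started with substrate at 50 nM final. Fluorescence read kinetically at 0 and 10 min; buffer-only wells served as negative control.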
POLH inh – qHTS for Inhibitors of Polymerase Eta | actives 1.2% (n = 390,000) | AID 588591, 2011 | Potency, µM (doses to about 114 µM), for inactives: top-dose activity change, negative = inhibition, most hits filed as inhibitors | recombinant Pol eta, fluorescent DNA replication assay; also: potency is read from the fitted curve at half-maximal effect; % is scaled to controls: 0 for no effect and ±100 for the full control effect
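Pol eta at 10 nM preincubated with compounds 15 min at room temperature; reaction started with fluorescent substrate (50 nM final) and read kinetically at 0 and 10 min.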
POLB inh – qHTS Assay for Inhibitors of DNA Polymerase Beta. Potency, µM (top dose mostly 114 µM), without a hit: at the highest dose activity change, negative = inhibition, actives largely listed as inhibitors. Pol beta primer extension/strand displacement, fluorescence kinetic. actives 1.3% (n = 340,000). AID 485314, 2010; also: potency is read from the fitted curve at half-maximal effect; % is scaled to controls: 0 for no effect and ±100 for the full control effect
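Values derive from four-parameter Hill fits of normalized kinetic data: reads at 0 and 10 min following addition of 50 nM substrate to 10 nM Pol beta preincubated 15 min with compound.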
ERG-DNA inh – qHTS for Small Molecule Inhibitors of the ERG Ets/DNA interaction; fluorescence polarization, His-ERG Ets domain / labelled DNA; Potency, µM (titrated, usually from 76.9 µM), without a hit: at the top dose FP activity, negative = inhibition, usual class: inhibitors; actives 0.028% (n = 370,000); AID 624246, 2012; active = well fitted inhibition curve with a large enough effect in the polarisation, with a control signal flat; inconclusive = small, poorly fitted or top-dose-only effect, or effect the other way, or a change in a side signal; inactive = no such curve, though single readings can be large or run the other way; the % refers to the polarisation;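 also: polarization taken with two DNA probes labelled with fluorescein and Texas red; potency is read from the fitted curve at half-maximal effect; % of control where 0% means no effect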
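His-tagged ERG Ets domain (1 uM in the protein solution; 300mM KCl, 50mM Tris-HCl, 1mM EDTA, 1mM DTT, pH 7.5) received compound, then a probe mix of 5 nM fluorescein-DNA and 100nM Texas-615-DNA. Fluorescence polarization was read for both dyes.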
LDHA inh – qHTS assay for inhibitors of human lactate dehydrogenase. L-lactate dehydrogenase A chain (Homo sapiens), P00338. purified LDHA, NADH/diaphorase-resazurin fluorescence; stronger effect = lower value. activity change, % (values are at about 110 or 230 µM). actives 0.15% (n = 480,000); in the data active = activity change below about -30%; inconclusive = mostly about -25% to -30%;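 also: plate controls were DMSO wells for no effect and wells without enzyme for full effect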
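Human LDH5 (2 nM) was incubated with 0.06 mM NADH and 0.2 mM pyruvate for 5 min at room temperature in Tris pH 7.4. Remaining NADH was coupled through diaphorase/resazurin, and resorufin fluorescence was read at 0 and 20 min.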
RGS4 inhibitor – Inhibitors of Regulator of G Protein Signaling (RGS) 4: qHTS. Regulator of G-protein signaling 4 (Homo sapiens), P49798. actives 0.039% (n = 390,000). AID 504845, 2011. Potency, µM (titrated, usually from 114 µM), for the others: at the top dose activity change, negative = inhibition, hits mostly inhibitors. Transcreener GDP fluorescence polarization, RGS4-accelerated GTP hydrolysis; also: potency is read from the fitted curve at half-maximal effect; % is scaled to controls: 0 for no effect and ±100 for the full control effect; nearly all actives have a fitted effect of over 75% in size; some results filed as inactive show a strong effect at the top dose
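MLSMR compounds (23 nl, pin-transferred) preincubated 10 min at room temperature with a 500nM (2x) first reagent, then RGS4 at 900nM (2x) plus Transcreener GDP mix added; fluorescence polarization (620/688 nm) read before and after 90 min at 30 °C.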
Active calls of the source: *; ? = inconclusive; . = not tested or not shown; & = joins results of further samples; [ ] = dose if it differs, or a comment. Unless noted, calls follow the shape of the dose curve; as a rule, active = well fitted curve in the direction sought with a large enough effect; inconclusive = small, poorly fitted or top-dose-only effect, or another doubt; inactive = no such curve, though single readings can be large; an effect the other way counts as inactive or inconclusive. The list is partial; count on the stated rates, not on these rows.

SMILES | 12-LOX inh | APE1 inh | Anesthetic bind | POLK inh | POLH inh | POLB inh | ERG-DNA inh | LDHA inh | RGS4 inhibitor
CCc1ccccc1NC(=O)Cn1c(=O)n(-c2ccc(C)cc2)c(=O)c2c1c1cc(C)ccc1n2C | -8% | . | 2% | 4% | -6% | 0% | -1% | 5 | 2%
COc1ccc(OC)c(N=C2C(=O)Nc3ccccc32)c1 | -21% | -3% | -11% | -16% | -5% | 5% | -11% | 40 | ?
COc1nc(OC/C(N)=N/O)nc(N2CCOCC2)n1 | 43%[activator] | -5% | 8% | -2% | 6% | 7% | 4% | -8 | -14%
COc1cc(/C=C/C(=O)O)ccc1OS(=O)(=O)c1ccc(C)cc1 | ? | 9% | -2% | -3% | 0% | -1% | -2% | 2 | 10%
COC(=O)c1ccc(OC(=O)c2cccs2)cc1 | -12% | 1% | -14% | -10% | -15% | 0% | 1% | -2 | ?
Cc1ccc(-c2noc(CN(C(=O)c3ccc(C(C)(C)C)cc3)C(C)C)n2)cc1 | -25% | . | 98%[activator] | -18% | -21% | -21% | 7% | -1 | 5%
O=C(CCS(=O)(=O)c1ccc(Cl)cc1)Nc1cccc(S(=O)(=O)N2CCCCCC2)c1 | -11% | . | . | -8% | -29% | . | -25% | -4 | -4%
O=C(Nc1ccc(F)cc1Cl)C1Cc2ccccc2N1C(=O)c1ccccc1 (centres undefined) | -27% | . | 4% | -12%[60.1 µM] | -3% | 51% | 7% | -7 | 14%
O=C(NCc1ccccc1C(F)(F)F)C1CCC(=O)N(CCCc2ccccc2)C1 (centres undefined) | 4% | 1% | -9% | -11% | -2% | 3% | 6% | -2 | -3%
CC(=O)NC(Cc1cccc(C)c1)C(=O)NC1CCN(C(=O)c2ccc([N+](=O)[O-])cc2)CC1 (centres undefined) | -2% | -3% | -7% | 0% | -18% | 29% | -5% | -1 | 6%
Cc1ccc(C(=O)OC(C)C(=O)Nc2ccc3c(c2)OCO3)c(O)c1 (centres undefined) | -3%&-1% | 4% | . | 1% | 2% | . | 8% | 3&15 | -3%
COc1ccc(C(=O)NC2CCCc3c2cnn3-c2cccc(C)c2C)o1 (centres undefined) | 2% | 22% | -9% | -14% | -15% | 40% | -9% | -6 | -10%
Cc1sc(-n2cccc2)c(C(C)NC(=O)Nc2ccccc2Cl)c1C (centres undefined) | -14% | . | 3% | 1% | . | 1% | 3% | -1 | -5%
COc1ccc(C2C=C3CN(C(=O)OC(C)(C)C)S(=O)(=O)C3CC2OC(=O)c2cccc(C)c2)cc1 (centres undefined) | . | -4% | 2% | 0% | . | . | . | . | -13%
Cc1c(Cl)ccc2sc(N3CCN(C(=O)C4CC4)CC3)nc12 | ? | . | -5% | -3%[60.1 µM] | -13% | 30% | 6% | -3 | -32%
Cc1ccc(NC(=O)CCNS(=O)(=O)c2ccc3c(c2)CCN3C(=O)C2CC2)c(Cl)c1 | -15% | . | -10% | -4%[60.1 µM] | 3% | 17% | -1% | -5 | 2%
CCN1CCN(c2nc(Nc3ccccc3F)nc(N)c2[N+](=O)[O-])CC1 | -17% | 1% | 2% | -8% | -16% | 18% | 4% | 1 | -9%
COc1ccc(NS(=O)(=O)c2cccc(C(=O)OCC(=O)c3c(N)n(C)c(=O)n(C)c3=O)c2)cc1 | ? | 3% | . | -19% | -3% | . | -8% | -4 | -50%
Cc1cc(Cl)cc(Br)c1OCCNCC(C)O (centres undefined) | 397%[activator] | -2% | -8% | -1% | 8% | -17% | 0% | -1 | -13%
Cc1nn(-c2ccc(Cl)c(Cl)c2)c(C)c1C(=O)O | -6% | -1% | 3% | 7% | -16% | -7% | 7% | -6 | -13%
COc1cccc(-c2nn(-c3ccccc3)cc2C(=O)NCC(=O)O)c1 | ? | 2% | 8% | -3% | 7% | -3% | -1% | -10 | 7%
CC(=O)NC(CC(=O)Oc1ccc(C)cc1Br)c1ccccc1 (centres undefined) | ? | -11% | -7% | -6% | -13% | 2% | -3% | -1 | -17%
O=C(Nc1c2c(nn1-c1cccc(Cl)c1)CS(=O)C2)c1ccc2c(c1)OCO2 (centres undefined) | -3% | 1% | -8% | -11% | -10% | 44% | 0% | -1 | 4%
CC[C@@]1(C(=O)OC)N[C@H](CN(C)S(=O)(=O)c2ccccc2)[C@@H]2C(=O)N(C)C(=O)[C@@H]21 | -3% | 7% | . | 5% | -10% | . | 0% | -4 | 0%
O=C(CN(C(=O)c1csnn1)c1ccc(Cl)cc1)NCCc1ccccc1 | -7% | 24% | -9% | -9% | -21% | -15% | 1% | -8 | 7%

Of the compounds above, these contain fluorine.
SMILES | 12-LOX inh | APE1 inh | Anesthetic bind | POLK inh | POLH inh | POLB inh | ERG-DNA inh | LDHA inh | RGS4 inhibitor
O=C(Nc1ccc(F)cc1Cl)C1Cc2ccccc2N1C(=O)c1ccccc1 (centres undefined) | -27% | . | 4% | -12%[60.1 µM] | -3% | 51% | 7% | -7 | 14%
O=C(NCc1ccccc1C(F)(F)F)C1CCC(=O)N(CCCc2ccccc2)C1 (centres undefined) | 4% | 1% | -9% | -11% | -2% | 3% | 6% | -2 | -3%
CCN1CCN(c2nc(Nc3ccccc3F)nc(N)c2[N+](=O)[O-])CC1 | -17% | 1% | 2% | -8% | -16% | 18% | 4% | 1 | -9%

Further compounds.
SMILES | 12-LOX inh | APE1 inh | Anesthetic bind | POLK inh | POLH inh | POLB inh | ERG-DNA inh | LDHA inh | RGS4 inhibitor
Cc1cccc(-n2c(O)c(C=Nc3ccccc3N)c(=O)[nH]c2=O)c1 | 0% | 7% | -9% | -11% | -14% | -1% | -8% | 10 | 5%
C=CCCN(C(CC(C)C)C(=O)OC)S(=O)(=O)c1ccccc1Br (centres undefined) | -1% | 14%&-2% | 1%&-1% | -15%&-7% | -12% | -2% | -9% | 1 | -20%&12%
CCN1CCCC1CNC(=O)c1cc(OC)c(OC)c(OC)c1 (centres undefined) | -13% | 3% | -13% | -7% | -5% | 25% | 5% | -1 | 4%
COc1ccc(Cl)cc1NC(=O)Nc1cccc([N+](=O)[O-])c1C | ? | -2% | -8% | 7% | -9% | 5% | 12% | -4 | -12%
O=C(c1ccc(F)cc1)n1nc(-c2ccccc2)nc1NCc1ccc(F)cc1 | 0% | . | -3% | -25% | -12% | 0% | -2% | -5 | 2%
Cc1ccc(NC(=O)COc2ccc(Cl)cc2Cl)cc1S(=O)(=O)N1CCOCC1 | -5% | -2% | . | -17% | -12% | . | -2% | -1 | 18%
c1ccc(-n2cc(CNCCc3cscn3)c(-c3ccc4c(c3)OCO4)n2)cc1 | -2% | 14% | -8% | -7% | -10% | 30% | 20% | 0 | -5%
CC(=O)c1ccc(S(=O)(=O)Nc2ccc(C(=O)NCCCn3ccnc3)cc2)cc1 | 15% | -5% | . | ? | ? | . | 3% | -4 | -7%
O=C(C1CCCO1)N1CCN(c2ccc(F)cc2)CC1 (centres undefined) | -21% | -1% | 11% | -19% | ? | -28% | -2% | 7 | 3%
COc1ccc(CCNC(=O)c2nnc(CS(=O)(=O)c3ccccc3)o2)cc1OC | 1% | 28% | -17% | -8% | -11% | -9% | 24% | -7 | 11%
C#CCOC(=O)C[N+](C)(C)CC#Cc1ccccc1 | -64%&-5% | 1% | 2% | -10% | -8% | 12% | -3% | 8&-6 | -4%
O=C(CSc1n[nH]c(-c2ccccc2Cl)n1)NCCCc1ccccc1 | -12% | . | -8% | -9%[60.1 µM] | 5% | -6% | -2% | 0 | -9%
COc1ccc(N2CCN(C(=O)CCC(=O)N3CCOc4ccc(Cl)cc43)CC2)cc1 | 3% | 15% | -23% | -8% | -17% | 17% | -5% | -4 | 12%
CS(=O)(=O)N1CCC(C(=O)Nc2cc(C(F)(F)F)ccc2Cl)CC1 | -8% | 20% | -12% | 3% | -3% | 41% | 3% | 0 | -12%
COc1ccc(-c2ccc(-c3nnc(Cc4ccc(OC)c(OC)c4)o3)cc2)cc1 | -23% | -2% | -14% | -4% | -9% | 4% | -3% | -7 | -38%
Cc1ccc(C)c2c1cc(C)c1nnc(SCC(=O)c3cccs3)n12 | -17% | -3% | -12% | -3% | -13% | 0% | -3% | -8 | -24%
Cc1ccc2c(c1)N(CCC(=O)NCCCOC(C)C)C(=O)C(C)O2 (centres undefined) | -21% | 15% | -7% | 7% | -6% | 51% | -4% | -2 | -23%
Cc1cc(C(=O)N/N=C/C=C/c2ccccc2)n[nH]1 | 39%[activator] | -1% | -6% | 2% | -7% | -8% | 1% | -3 | 0%
Cc1ccc(C(C(=O)NCc2ccc(F)cc2)N(C(=O)c2csnn2)C2CC2)cc1 (centres undefined) | -1% | 41% | -7% | -10% | -15% | -8% | 1% | -3 | -12%
